# Bioassay records as filed in PubChem.
# aSyn yeast rescue – qHTS of alpha-syn Inhibitors: NCGC Sytravon Library Screen | S. cerevisiae alpha-synuclein toxicity rescue, BacTiter-Glo growth, 24 h | Potency, µM (series often up to 46.1 µM), inactives show at the highest dose growth rescue (activation), actives largely listed as activators | 94,000 tested, 0.02% active; active means well fitted activation curve with a large enough effect; inconclusive means small, poorly fitted or top-dose-only effect; further: 0% is about no effect
#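 Growth restoration measured by BacTiter-Glo luminescence after 24 hr at 30 deg C; alpha-synuclein yeast, raffinose-pregrown to mid-log, were added at OD600=0.02 in galactose medium onto pinned compounds.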
# * = called active by the depositor; u = inconclusive; [ ] = dose if it differs, or a comment. Potency means the concentration at half of the fitted maximal effect.
SMILES,aSyn yeast rescue
CCNC(=O)c1cnc2c(-c3ccccc3)c(C)nn2c1C,3%
Cn1c(=O)c2c(-c3ccccc3)n(-c3ccccc3S)cc2n(C)c1=O,1%
COC(=O)c1ccc(Cn2nnc3c(=O)[nH]c(C4CCCN(S(=O)(=O)c5ccccc5Cl)C4)nc32)cc1 (stereo unspecified),-16%
COc1ccc(S(=O)(=O)Nc2cc3c4c(c2)CCN4C(=O)CC3)cc1C,4%
CC1Cc2ccccc2N1C(=O)CCn1c(=O)oc2ccccc21 (stereo unspecified),5%
COc1ccc(NS(=O)(=O)c2cccc(C(=O)NCCCN3CCCC3=O)c2)cc1,-4%
CCN1CCCC1CNC(=O)c1cc2c(=O)n(C)c3ccccc3c2n1C (stereo unspecified),-17%
COc1ccccc1C(=O)N/C(=C/c1ccc(Br)cc1)C(=O)N1CCOCC1,12%
CCCCn1c(N)c(N(CCOC)C(=O)COC(=O)c2cc(CCC)c(C)s2)c(=O)[nH]c1=O,2%
Cc1ccc(C(=O)Nc2cccc(C(=O)OCc3cc(=O)n4c5c(sc4n3)CCCC5)c2)cc1,2%
CC(NC(=O)c1ccccc1F)c1nnc(SCC(=O)Nc2nnc(C3CC3)s2)n1C (stereo unspecified),-1%
CN(C(=O)CSc1nc2ccccc2[nH]1)c1ccc(F)cc1,0%
Cc1ccc(C)c(OCC(=O)O/N=C(\N)c2cccnc2)c1,12%
CCCSCCCNC(=O)C1CCCN(C(=O)c2cnn(-c3ccccc3)c2-n2cccc2)C1 (stereo unspecified),6%
COc1cc2c(cc1OC)C(O)=CC(=O)C2=O,-5%
CCCC(=O)Nc1cc(OC)c(NC(=S)Nc2cccc(C)c2)cc1OC,-4%
CCCOc1ccc(Cn2c(=O)sc3ccccc32)cc1,-4%
CN1C(C(=O)Nc2ccc(F)cc2F)=CC(c2ccco2)=NS1(=O)=O,-3%
CNC(=O)C1CCC(Cn2c(=O)c3sccc3n(CC(=O)Nc3cc(F)ccc3F)c2=O)CC1 (stereo unspecified),1%
CCOC(=O)CSc1nc2c([nH]c3ccccc32)c(=O)n1-c1ccc(OCC)cc1,-7%
COc1ccccc1C(=O)Nc1nc2ccccc2s1,-24%
C[C@H](CO)N1C[C@H](C)[C@H](CN(C)C(=O)Nc2ccc(F)cc2)OCc2cnnn2CCCC1=O,-7%
CCCN1CCN(CCCNC(=O)C(CC)n2nc(C)n3c(cc4occc43)c2=O)CC1 (stereo unspecified),2%
CCOc1ccc(-c2cc(C)n3nc(C(=O)Nc4cc(Cl)ccc4O)cc3n2)cc1,-4%
CCN(CC(=O)Nc1c(F)cccc1F)C(=O)c1nc2nc(C)cc(C)n2n1,-13%
Cc1cc(Cl)ccc1OCC(=O)Nc1ccccc1NS(=O)(=O)c1cccs1,2%
CC(NS(=O)(=O)c1ccc(Cl)cc1)C(=O)NCCC1=CCCCC1 (stereo unspecified),5%
COCCCn1c(=O)/c(=C/c2ccccc2OC(C)C)s/c1=C(\C#N)C(=O)Nc1ccc(C(=O)O)cc1,-2%
Cc1ccc(N(C(=O)c2ccc(S(=O)(=O)N3CCOCC3)cc2)C2C=CS(=O)(=O)C2)cc1C (stereo unspecified),-8%
CC(C)COc1ccc(C(=O)Nc2cc(-c3ccccc3)no2)cc1,-10%

# Arranged by molar mass (rising): 16 of the compounds above.
SMILES,aSyn yeast rescue
COc1cc2c(cc1OC)C(O)=CC(=O)C2=O,-5%
COc1ccccc1C(=O)Nc1nc2ccccc2s1,-24%
Cc1ccc(C)c(OCC(=O)O/N=C(\N)c2cccnc2)c1,12%
CN(C(=O)CSc1nc2ccccc2[nH]1)c1ccc(F)cc1,0%
CC(C)COc1ccc(C(=O)Nc2cc(-c3ccccc3)no2)cc1,-10%
CN1C(C(=O)Nc2ccc(F)cc2F)=CC(c2ccco2)=NS1(=O)=O,-3%
CC(NS(=O)(=O)c1ccc(Cl)cc1)C(=O)NCCC1=CCCCC1 (stereo unspecified),5%
CCCC(=O)Nc1cc(OC)c(NC(=S)Nc2cccc(C)c2)cc1OC,-4%
CCOc1ccc(-c2cc(C)n3nc(C(=O)Nc4cc(Cl)ccc4O)cc3n2)cc1,-4%
Cc1cc(Cl)ccc1OCC(=O)Nc1ccccc1NS(=O)(=O)c1cccs1,2%
CCCN1CCN(CCCNC(=O)C(CC)n2nc(C)n3c(cc4occc43)c2=O)CC1 (stereo unspecified),2%
CC(NC(=O)c1ccccc1F)c1nnc(SCC(=O)Nc2nnc(C3CC3)s2)n1C (stereo unspecified),-1%
C[C@H](CO)N1C[C@H](C)[C@H](CN(C)C(=O)Nc2ccc(F)cc2)OCc2cnnn2CCCC1=O,-7%
CCCSCCCNC(=O)C1CCCN(C(=O)c2cnn(-c3ccccc3)c2-n2cccc2)C1 (stereo unspecified),6%
Cc1ccc(N(C(=O)c2ccc(S(=O)(=O)N3CCOCC3)cc2)C2C=CS(=O)(=O)C2)cc1C (stereo unspecified),-8%
COCCCn1c(=O)/c(=C/c2ccccc2OC(C)C)s/c1=C(\C#N)C(=O)Nc1ccc(C(=O)O)cc1,-2%

# Next compounds follow.
SMILES,aSyn yeast rescue
O=C(CS(=O)(=O)c1ccc(F)cc1)NCc1ccccc1,-18%
CSc1ccc(NC(=O)Cn2nnnc2-c2ccccc2F)cc1,6%
COc1ccc(-n2c(SCC(=O)NCC3CCCO3)nc3ccccc3c2=O)cc1Cl (stereo unspecified),-1%
O=C(COc1ccc(Cl)cc1)NNC(=S)NCc1ccccc1,-1%
O=C(COC(=O)c1cccc(S(=O)(=O)N2CCCC2)c1)Nc1ccccc1Cl,6%
CCC(C)NC(=O)c1ccc2c(c1)nc1n2CCCCC1 (stereo unspecified),-7%
CCc1cc(C(=O)N2CCc3c([nH]c4ccccc34)C2c2ccc(OC)cc2F)no1 (stereo unspecified),13%
CCc1ccc(NS(=O)(=O)c2ccc3c(c2)CCN3C(=O)CCC(=O)O)cc1,3%
Cc1cc2oc(C(=O)Nc3ccc(S(=O)(=O)N4CCC(C)CC4)cc3)cc(=O)c2cc1C,-46%[inhibitor]
Cc1ccc(CNC(=O)C(C)n2nc(C)n3c(cc4sccc43)c2=O)cc1 (stereo unspecified),2%
O=C(COC(=O)c1ccc(Cl)nc1)NCCNC(=O)COC(=O)c1ccc(Cl)nc1,-7%
CC(=O)N1CCc2c(sc(NC(=O)CSc3ccc(C)cc3)c2-c2nc3ccccc3s2)C1,3%
CC(C)NC(=O)Cn1nc(N2CCN(c3ccccc3)CC2)ccc1=O,-5%
C/C(=N\NC(=O)COc1ccc(C#N)cc1)c1ccccc1OC(F)F,-13%
COCCNC(=O)CN(c1ccc(F)cc1)S(=O)(=O)c1ccc2c(c1)OCCO2,3%
CC1CCN(S(=O)(=O)c2ccc(C(=O)Nc3sc4c(c3C(N)=O)CC(C)(C)NC4(C)C)cc2)CC1,-3%
CCCCN(C(=O)CCn1c(=O)oc2ccccc21)c1ccccc1,10%
COc1ccc(Cl)cc1N(CC(=O)NCc1ccccn1)S(=O)(=O)c1ccc(C)cc1,0%
O=C(c1ccc(N2CCCC2=O)cc1)N1CCN(c2cccc(C(F)(F)F)c2)CC1,4%
Cn1c(=NC(=O)c2ccc(S(=O)(=O)N3CCCC3)cc2)sc2cc(F)ccc21,6%
CCCCOc1ccc(C(=O)N2CCN(CC(=O)Nc3ccc(C)cc3)CC2)cc1OC,4%
C[C@H](CO)N1C[C@H](C)[C@@H](CN(C)C(=O)Nc2ccc(C(C)(C)C)cc2)OCc2cnnn2CCCC1=O,23%
Cc1cc(Br)cn2cc(C(=O)O)nc12,7%
O=C(NC1CCCCCC1)c1cc2c(=O)n3ccccc3nc2s1,1%
CCc1ccc(NC(=O)C(Cc2ccccc2)NS(=O)(=O)c2ccc3c(c2)CCN3C(C)=O)cc1 (stereo unspecified),1%
COc1ccc2c(c1)CCN1C2CCN2C(=O)CCC21 (stereo unspecified),4%
COc1ccc(C)cc1Nc1ncnc2c1nnn2Cc1ccccc1Cl,2%
COc1ccc(C(C)=O)cc1COc1ccc(Cl)c(C)c1,5%
CCn1cc(C(=O)Nc2ccc(NC(=O)c3ccco3)cc2)c(=O)c2ccc(C)nc21,-4%
CCOC(=O)CC1c2nc3ccccc3cc2CN1C(=O)OCC (stereo unspecified),0%

# Next part (two carried over from the part before).
SMILES,aSyn yeast rescue
CCn1cc(C(=O)Nc2ccc(NC(=O)c3ccco3)cc2)c(=O)c2ccc(C)nc21,-4%
CCOC(=O)CC1c2nc3ccccc3cc2CN1C(=O)OCC (stereo unspecified),0%
O=C(O)Cn1ncn(-c2ccc(OC(F)(F)F)cc2)c1=O,4%
Cn1c(=O)oc2cc(S(=O)(=O)N3CCCC3)ccc21,-6%
Cc1ccc(Nc2ncc(C(=O)Nc3ccc(F)cc3F)c3ccccc23)cc1Cl,1%
CN(C(=O)c1nc(-c2cccc(F)c2)n2c1CCCCC2)c1ccccc1F,-14%
COc1ccc(NC(=O)CCc2nnc3n(CC(C)C)c(=O)c4ccccc4n23)cc1OC,0%
CCc1ccccc1Nc1nn2c(=O)c3ccc(C(=O)Nc4cc(C)cc(C)c4)cc3nc2s1,-1%
CCn1nc(C)cc1C(=O)N1CCc2c([nH]c3ccccc23)C1c1cc(F)ccc1F (stereo unspecified),u
COC(=O)c1ccc(COC(=O)c2cccn2C)o1,3%
COc1cccc(CNC(=O)Cn2nc(-c3ccc(C)cc3)ccc2=O)c1,1%
Cc1cccc(Cn2c(=O)n(CCC(=O)NCCc3ccc(Cl)cc3)c(=O)c3sccc32)c1,-6%
COc1cc(OC)c(NC(=O)c2c3c(nn2C)-c2ccccc2SC3)cc1Cl,-17%
COc1ccc(S(=O)(=O)N(C)C)cc1NCC(=O)Nc1ccc(F)cc1F,-3%
O=S(=O)(c1ccc(Cl)cc1)c1nnn2c1nc(NC1CCCC1)c1sccc12,-7%
Cc1cccc(C)c1NC(=O)CN1CCN(C(=O)CNC(=O)c2ccc(-c3ccccc3)cc2)CC1,-5%
Cc1cc(C)c(-n2c(SCCS(=O)(=O)c3ccc(F)cc3)n[nH]c2=O)c(C)c1,1%
COC(=O)c1ccc(CNC(=O)c2nc(Cn3nc(C)c(Br)c3C)no2)cc1,8%
O=C(c1cnsn1)N1CCC(CO)(Cc2ccc(Cl)cc2)CC1,12%
CCOC(=O)c1cc2c(=O)n3ccccc3nc2n(CC(C)C)c1=NC(=O)c1c(-c2c(F)cccc2Cl)noc1C,-10%
CCOc1ccc(NC(=O)CSc2nc(-c3ccccc3)c3cc(OCC)ccc3n2)cc1,-9%
COc1ccc(OCC(=O)NNC(=O)c2c(-c3ccccc3Cl)noc2C)cc1,6%
COc1cc(C2C(=O)N(C3CCCCC3)CC(=O)N2Cc2ccc(C)cc2)ccc1OC(C)C (stereo unspecified),-8%
CCOc1cc(/C=C(\C#N)C(=O)NCC2CCCO2)ccc1O (stereo unspecified),-10%
CC(C)c1ccccc1OCCNC(=S)NC(=O)c1cccnc1,6%
COc1cccc(S(=O)(=O)N(C)C[C@H]2OCc3cnnn3CCCC(=O)N([C@@H](C)CO)C[C@H]2C)c1,-1%
CCN(CC)CCNC(=O)Cn1cnc2sc(C)c(S(=O)(=O)N3CCN(c4ccccc4OC)CC3)c2c1=O,-1%
Cn1cc([N+](=O)[O-])c(C(=O)Nc2ccc(-c3nc4ccccc4o3)cc2)n1,-8%
C=CCn1c(-c2cccc(S(=O)(=O)N3CCOCC3)c2)n[nH]c1=S,-15%
CCOc1c(Br)cc(CNCc2cccs2)cc1OC,-6%
NS(=O)(=O)c1ccc(NC(=O)CN2C(=O)CCC2=O)cc1,-1%
CN1c2ccsc2/C(=N/Nc2ccc(F)cc2)CS1(=O)=O,6%
Cn1c(=O)n(CCCc2ccccc2)c(=O)c2c1nc1n2CCN1c1ccccc1,8%
CCC(C)(C)NC(=O)C1CCN(S(=O)(=O)c2cccs2)CC1,-3%
CCCCN(C(=O)/C=C/c1ccc(OC)cc1)C1CCS(=O)(=O)C1 (stereo unspecified),6%
CCOc1ccc(S(=O)(=O)NCc2nc3cccnc3n2Cc2ccccc2OC)cc1,7%
O=C1Nc2ccccc2/C1=N/N=C/c1cccc(O)c1,0%
O=C(O)c1c(-c2ccc(Cl)cc2)cn2ccccc12,6%
Cc1ccc(S(=O)(=O)NNC(=O)Nc2ccc(Cl)c(Cl)c2)cc1,-29%
Cc1ccc(NC(=O)CCn2nc(C)c3c(C)n(-c4ccccc4)nc3c2=O)cc1Cl,-11%
CC(C)NC(=O)CCSc1nc(-c2ccc3c(c2)OCO3)cc(C(F)(F)F)n1,-14%
Cc1sc2nc(SCc3ccc(C(=O)O)cc3)n(Cc3ccco3)c(=O)c2c1C,12%
Cc1ccc(N2C(=O)C(CC(=O)Nc3ccc(F)cc3)N(Cc3ccc4c(c3)OCO4)C2=O)cc1 (stereo unspecified),-9%
CCc1nn(CC(=O)NCc2ccc(OC)cc2OC)c(=O)c2cc3c(OC)cccc3n12,-3%
Cc1cc(C)cc(N(C)S(=O)(=O)c2nnc(NC(=O)COc3ccc(Cl)cc3)s2)c1,-7%
COc1ccc(-c2cn3c(n2)sc2cc(C(=O)NCc4cccc(F)c4)ccc23)cc1,-5%
COc1ccc(-c2nnc(SCC(=O)NC3CCCCC3)n2N)cc1,-5%
Cc1ccc(N2C(=O)N(Cc3cc(=O)n4ccccc4n3)c3ccccc3S2(=O)=O)cc1Cl,-8%
Cc1cccc(NC(=O)CSc2nc(C)cc(C)c2C(=O)Nc2ccc(Cl)cc2)c1,4%
Cc1ccc(C)c(N2CCN(C(=O)C(C)n3c(C)c4cnn(-c5ccccc5)c(=O)c4c3C)CC2)c1 (stereo unspecified),10%
O=C(NCc1cccnc1)C12CC3CC(CC(C3)C1)C2,2%
CCOC(=O)C1CCN(C(=O)CCn2c(=O)oc3ccccc32)CC1,0%
Cc1oc2ncn(CC(C)C)c(=O)c2c1C(=O)N1CCN(c2ccccc2F)CC1,0%
Cc1[nH]c2ccccc2c1/C=N\NC(=O)c1ccccc1Cl,2%
CCOC1=NN(c2ncc(C(F)(F)F)cc2Cl)C(=O)/C1=C/N(C)C,-5%
COc1ccc(CNc2nc(-c3ccccc3)nn2C(=O)c2ccccc2OC)cc1,4%
CC(C)c1nc2sc3c(=O)[nH]cnc3c2c2c1CCC2,6%

# Only part of the results is shown (hit frequency here may not be typical).
